# NCOA2 inhibitor: inhibits human steroid receptor coactivator 2; Q15596; HEK293 GAL4-SRC2 luciferase reporter, luminescence; inhibition, % at 9 µM; 370,000 tested, 0.17% active;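 active = inhibition above the mean inhibition of all tested compounds plus 3 SD, set per campaign, cut at about 52% in these data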;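 note: 0% = DMSO treated cells and 100% = cells given Gossypol at 36 µM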
# NR2F2 inh: inhibitors of human COUP-TFII (NR2F2); inhibition, % at 8.6 µM; 370,000 tested, 0.7% active; HEK293T NGFI-A luciferase reporter, luminescence;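 active = inhibition above a per-plate cutoff, mean inhibition of test wells between control levels plus 3 SD, cut at about 38% in these data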;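 note: cells cotransfected with COUP-TFII expression vector driving the NGFI-A reporter; 0% = median of COUP-TF2 test wells and 100% = reporter-only cells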
# NCOA3 inh: human NCOA3 inhibition; AID 588352; 360,000 tested, 0.17% active; HEK293 GAL4-SRC3 luciferase reporter, luminescence; inhibition, % at 3.6 µM; Q9Y6Q9;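 active = inhibition above a per-campaign cutoff, the mean of all compounds plus 3 SD, cut at about 60% in these data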;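 note: 0% = DMSO-treated cells and 100% = gossypol-treated cells at 36 µM; higher means less SRC3-driven luciferase light from the GAL4 reporter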
# SRC1 inh: human NCOA1 inhibition; Q15788; HEK293 GAL4-SRC1 luciferase reporter, luminescence; inhibition, % at 3.6 µM; 360,000 tested, 0.12% active; AID 588354;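 active = inhibition above the campaign mean plus 3 SD, with each screening campaign given its own cutoff, cut at about 60% in these data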;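 note: 0% = DMSO treated cells and 100% = gossypol at 36 µM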
# MC4R antagonist: blocks human MC4R cAMP signaling; P32245; MC4R-expressing cells, MTII-stimulated cAMP, LANCE TR-FRET; inhibition, % at 6.5 µM; 360,000 tested, 0.48% active;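 active = inhibition above its plate's cutoff, the mean of tested wells on that plate plus 3 SD, cut at about 29% in these data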;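 note: 0% = Melanotan II alone and 100% = Melanotan II plus saturating MCL0020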
#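 Assay system: U2OS cells stably expressing human melanocortin 4 receptor (MC4R) / Dosing: 6.5 µM / Timing: compound 30 min, challenge 1 h, detection 1 h / Measured by: Eu-cAMP/anti-cAMP TR-FRET, emission 671 nm / Replicates: singlicate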
# TLR9-MyD88 inh: TLR9-MyD88 interaction inhibition; Q9NR96+Q99836; CHO BLA complementation TLR9-MyD88, CCF4 FRET ratio; inhibition, % at 4.98 µM; 340,000 tested, 0.21% active; AID 504734;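 active = inhibition above the mean over all tested compounds plus 3 SD, cut at about 21% in these data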;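 note: 0% = DMSO only wells and 100% = clavulanate BLA inhibitor control wells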
# ABHD5-PLIN5 inh: blocks binding of human ABHD5 to perilipin-5 | Q00G26+Q8WTS1 | Split G. princeps luciferase complementation, luminescence, 4 h | inhibition, % at 4 µM | 360,000 tested, 0.78% active | AID 602281;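 active = inhibition above the mean inhibition across every tested compound plus 3 SD, cut at about 22% in these data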;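 note: 0% = DMSO only wells and the 100% control is not disclosed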
# Target sequence (Q00G26 whole entry, looked up): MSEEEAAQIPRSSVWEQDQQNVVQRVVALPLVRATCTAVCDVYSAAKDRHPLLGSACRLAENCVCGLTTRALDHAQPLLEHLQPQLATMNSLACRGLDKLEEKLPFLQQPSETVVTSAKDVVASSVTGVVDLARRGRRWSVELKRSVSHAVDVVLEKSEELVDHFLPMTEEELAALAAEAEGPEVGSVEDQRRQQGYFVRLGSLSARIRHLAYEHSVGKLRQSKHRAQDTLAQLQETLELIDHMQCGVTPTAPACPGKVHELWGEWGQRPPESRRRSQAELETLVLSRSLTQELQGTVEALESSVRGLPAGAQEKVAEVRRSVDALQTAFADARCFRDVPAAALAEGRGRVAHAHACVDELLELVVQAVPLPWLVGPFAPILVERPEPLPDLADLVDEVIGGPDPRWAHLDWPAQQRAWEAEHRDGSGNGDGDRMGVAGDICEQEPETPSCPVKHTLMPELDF
# Target sequence (Q8WTS1 whole entry, looked up): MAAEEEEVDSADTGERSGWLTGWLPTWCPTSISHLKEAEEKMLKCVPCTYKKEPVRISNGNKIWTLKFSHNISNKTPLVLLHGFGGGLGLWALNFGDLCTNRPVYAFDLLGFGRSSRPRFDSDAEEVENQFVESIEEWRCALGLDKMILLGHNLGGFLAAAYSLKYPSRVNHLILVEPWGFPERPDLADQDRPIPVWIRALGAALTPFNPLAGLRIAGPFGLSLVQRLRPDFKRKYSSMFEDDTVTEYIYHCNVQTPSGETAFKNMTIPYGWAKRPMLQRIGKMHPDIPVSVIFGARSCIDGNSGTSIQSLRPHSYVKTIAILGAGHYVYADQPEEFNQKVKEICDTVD
# LMP1 NFkB inh: inhibitors of Epstein-Barr LMP1-induced NF-kappaB reporter; LMP1-induced NF-kappaB luciferase reporter cells, luminescence; inhibition, % at 12.5 µM; 350,000 tested, 0.69% active; AID 504558; in the data active = inhibition above about 41%;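 note: 0% = neutral control wells and 100% = reference inhibitor control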
# NR5A2 inv ag: inverse agonists of human LRH-1 (NR5A2) | HEK293T StAR-luciferase reporter, LRH-1 transfected, 24 h | inhibition, % at 3.6 µM | 360,000 tested, 0.13% active;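 active = inhibition above the mean inhibition of all tested compounds plus 3 SD, cut at about 73% in these data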;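 note: 0% = DMSO wells and 100% = reporter-only cells lacking LRH-1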
# MC4R barr agon: activates human MC4R beta-arrestin recruitment | U2OS MC4R beta-arrestin complementation, luminescence; percent of melanotan II response, DMSO zero | activation, % at 8.9 µM | 360,000 tested, 0.98% active | AID 540308;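 active = activation above a per-plate cutoff, the mean activation of sample wells on that plate plus 3 SD, cut at about 8% in these data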
# NOD2 RIPK2 PPI: NOD2-RIPK2 protein interaction inhibition; CHO BLA complementation NOD2-RIPK2, CCF4 ratio; AID 624267; O43353; 360,000 tested, 0.38% active; inhibition, % at 4.98 µM; in the data active = inhibition above about 21%;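 note: 0% = vehicle only and 100% = reference blocker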
# Active calls of the source: *; / = not tested or not shown; & = joins results of further samples. Only part of the results is shown. The share of hits here may be higher or lower than overall.
SMILES,NCOA2 inhibitor,NR2F2 inh,NCOA3 inh,SRC1 inh,MC4R antagonist,TLR9-MyD88 inh,ABHD5-PLIN5 inh,LMP1 NFkB inh,NR5A2 inv ag,MC4R barr agon,NOD2 RIPK2 PPI
O=C(O)C(c1ccccc1)C1(O)CC2CCC1C2 (stereo not given),-8.4,-7.2,-6.3,-10.5,3.0,-7.7,-3.6,3.2,9.2,-0.5,-17.0
CN(Cc1ccccc1)C(=O)c1cccc(NC(=O)Cc2ccc(NC(=O)C3CCCN(C(=O)C4CCC4)C3)cc2)c1 (stereo not given),15.4,-16.6,4.5,-54.9,8.8,-5.5,6.3,-1.8,7.8,0.8,-4.5
COc1ccc(OC)c(NC(=O)C(C)N2c3cccc4cccc(c34)S2(=O)=O)c1 (stereo not given),1.9,-2.5,8.2,2.1,3.0,-11.3,0.4,3.5,-1.6,2.2,-5.7
CCOC(=O)CNC(=O)c1c2c(nc3ccccc13)CCCC2,-6.9,0.0,-18.8,-8.8,11.3,3.2,0.7,-1.6,-2.5,0.9,-12.8
CCN(CC(=O)NC(C)C)C(=O)Cc1ccc(C)c(C)c1,0.1,19.6,-6.0,-3.9,9.1,-2.8,-0.9,1.6,3.5,-0.7,-5.9
COC(=O)c1ccccc1NC(=O)Cn1nnc(-c2ccc(OC)cc2)n1,-8.9,-8.1,21.3,-7.3,-7.8,-4.2,3.6,5.1,-15.3,0.9,-5.6
COc1ccc(CCn2c(=O)c3cccnc3n(Cc3ccc([N+](=O)[O-])cc3)c2=O)cc1OC,-12.7,8.0,9.3,-22.5,11.7,-3.4,1.2,7.8,6.3,-0.6,-0.5
O=C(COc1ccccc1)N/N=C/c1ccc([N+](=O)[O-])o1,-0.3,3.6,-6.8,-56.1,0.0,3.8,5.0,-6.1,35.6,0.4,9.9
COc1ccc(CC(=O)Nc2nc3n(n2)C(c2ccccc2)CC(=O)N3)cc1OC (stereo not given),/,/,8.5,-5.1,-1.8,-2.4,-6.0,6.1,-0.7,-2.2,-7.4
Cc1ccc(NC2=Nc3ccccc3N3C2=Nc2c(c(C)nn2-c2ccccc2)C3c2ccc(O)c(O)c2)cc1 (stereo not given),12.5,-0.9,-26.5,-39.4,-1.9,66.1*,3.7,-35.2,-16.2,-2.5,65.9*
C=CCC1CCCC(=O)N2CCCC12 (stereo not given),-4.3,6.2,-3.1,-2.8,11.4,2.1,-3.9,-6.9,-1.1,-2.0,-3.0
O=C1c2ccccc2C(c2nnnn2Cc2ccccc2)N1CCc1ccccc1F (stereo not given),-53.4,-63.4,/,/,/,/,-4.5,/,-84.9,/,-6.3
COc1ccc2ccccc2c1/C=N/NC(=O)c1cc(C)[nH]n1,23.8,-21.1,-60.4,-3.3,-5.9,-8.8,17.0,0.6,8.1,-0.8,3.4
COc1ccc(S(=O)(=O)NCC2CCCN(Cc3ccccc3C)C2)cc1 (stereo not given),0.2,14.1,22.0,11.3,4.3,-1.9,1.6,1.4,-4.5,-3.5,-0.1
CC(C)CCN1C(=O)c2ccccc2C1c1nnnn1C(C)C (stereo not given),8.1,8.5,/,/,/,/,-7.8,/,11.7,/,13.7
Cc1ccc(C2(c3ccc(C)cc3)NC(=O)N(Cc3c(C)noc3C)C2=O)cc1,10.2,-0.5,-11.6,-0.3,3.5,-0.5,-7.0,-17.3,4.6,0.8,1.8
CCOC(=O)C1CCCN(S(=O)(=O)c2ccc(F)c(C(=O)Nc3ccc(F)c(F)c3)c2)C1 (stereo not given),13.0,0.4,7.3,10.8,-0.1,-5.2,-1.4,1.2,15.8,4.8,-3.5
CCOC(=O)N1CCN(CC(O)COc2cc(C)ccc2C(C)C)CC1 (stereo not given),0.7,4.0,6.6,-4.4,-1.3,-3.6,1.8,0.1,-8.5,-2.4,-36.0
CCNS(=O)(=O)c1ccc(NC(=O)Cn2cc([N+](=O)[O-])cn2)cc1,11.4,22.3,9.8,-2.2,-5.6,-4.1,13.8,-1.5,7.0,1.0,-7.7
Nc1nc(-c2ccc(Oc3ccccc3)cc2)c(CC(=O)O)s1,-33.9,14.9,11.6,3.8,25.9,-9.8,-6.1,-3.0,-19.6,0.6,1.8
CNC(=S)N(CCc1c(C)[nH]c2ccc(OC)cc12)Cc1ccco1,-32.6,-0.7,-3.9,-17.1,-7.0,-8.0,7.1,2.5,-11.2,-0.3,14.6
Cc1cc(C)cc(-n2ncc3c2CCCC3NC(=O)C2CCC2)c1 (stereo not given),0.9,-6.4,2.1,10.8,11.8,4.7,6.6,3.4,-2.1,-1.3,3.1
CCCN(CC(=O)Nc1ccccc1OC)C(=O)Cn1[nH]c(=O)c2ccccc2c1=O,-22.9,-9.2,-1.5,0.6,7.9,-6.1,-5.7,-3.8,1.5,1.3,-3.2
O=C(Nc1ccc(Cl)cc1)c1ccc2sc([C@@H]3O[C@H](CO)[C@H](O)[C@H](O)[C@H]3O)nc2c1,12.2,5.4,-25.0,-15.3,12.4,/,-0.5,/,5.3,0.8,3.1
COc1cccc(CNC(=O)CSc2ccc(-c3cccs3)nn2)c1,13.7,-22.2,14.9,7.7,11.6,-8.5,2.8,-6.2,3.2,2.6,-10.0
CCOc1ccc(C(=O)COC(=O)c2cccc(-n3cnnn3)c2)cc1,-26.6,4.3,3.6,-15.4,-1.7,0.6,1.3,-11.3,-16.9,0.0,-6.6
CCOC(=O)N1CCN(c2nc(-c3ccco3)cc(C(F)(F)F)n2)CC1,0.3,-11.5,-5.1,1.4,5.6,-8.1,-0.4,14.0,15.9,1.4,-13.7
CCNc1oc(/C=C/c2ccc(OCC)cc2)nc1C#N,11.3,-1.8,-16.8,-7.9,4.1,0.4,-6.0,-17.9,13.9,0.7,-15.6
COc1ccc(C(C)=O)cc1CN1C(=O)C(Cc2ccccc2)ON=C1c1ncccc1C (stereo not given),-22.7,-18.7,9.7,-13.3,14.9,/,-7.2,/,5.5,1.4,1.2
CCOC(=O)N1CCN(c2ccc(C(C)=O)cc2F)CC1,21.7,3.5,-5.7,2.5,4.5,7.8,0.5,-2.4,-0.6,-1.8,-1.1
C=CCN1C(=O)/C(=C\c2ccc(Cl)cc2)N=C1SCC(=O)NC1CCCCC1,/,/,-17.8,1.2,4.1,1.0,-3.9,-2.3,0.0,1.1,-4.0
CC1Cc2ccccc2N1C(=O)COC(=O)Cn1cnc2ccccc2c1=O (stereo not given),10.7,-4.0,1.5,-34.9,-1.2,-1.5,-3.3,14.6,-2.0,-0.9,5.4
Cc1cccc(-n2nnnc2SCC(=O)N(CC(C)C)c2c(N)n(CC(C)C)c(=O)[nH]c2=O)c1,-9.5&11.4,10.7&-11.5,14.8,-0.4,21.9,0.6,-4.0,-0.6,-13.0,-1.3,-13.0
Cc1cccc(N2CCN(C(=S)c3ccc4c(c3)OCO4)CC2)c1,-41.9,-5.1,-17.3,3.8,2.5,6.6,-2.5,11.0,19.9,-0.2,5.5
Cc1cc(-c2ccccc2)nc(N(C)NC(=O)c2cccc(C(F)(F)F)c2)c1S(C)(=O)=O,-3.3,-12.1,8.2,-15.6,1.2,-7.7,-4.3,-5.9,-2.1,0.4,6.4
CCc1ccccc1N(CC(=O)NC1CCCCC1)C(=O)CNC(=O)c1ccco1,8.9,2.2,-23.9,5.3,17.4,-4.9,0.8,-7.1,-23.7,-1.1,-10.9
Cc1cccc(Cn2c(CN3CCN(Cc4ccccc4)CC3)nc3c2c(=O)[nH]c(=O)n3C)c1,5.7,-3.7,-1.7,14.2,21.7,-3.3,4.9,-7.0,14.7,-0.3,-7.5
CC(C)(C)c1cnnn1-c1ccc(C=O)cc1,-1.5,-9.4,-0.7,-17.3,4.9,-3.8,-5.5,-4.8,-1.3,-1.4,-9.7
CC1=C(C(=O)OC(C)C)C(c2cccnc2)C2=C(CCCC2=O)N1 (stereo not given),13.4,-0.6,11.0,-47.7,1.6,-16.7,-10.1,-4.1,13.3,1.1,-6.3
CCCCN1CC(=O)N2[C@@H]3c4cc(Br)ccc4OC[C@@H]3[C@H](C(=O)OCC)[C@]2(C)C1=O,/,/,23.9,-31.3,6.3,-3.9,2.9,-4.4,23.6,1.1,7.7
CCN1C(=NCCOC)N[C@@H](c2cccs2)C(C(=O)OC)=C1C,-6.8,15.2,-15.7,6.8,0.9,-9.6,4.3,-2.8,4.8,0.0,-1.4
O=C(c1ccccc1)N1CCN(Cc2ccccc2Br)CC1,-21.9,-6.2,13.1,-5.9,-1.9,-1.7,5.2,9.3,-11.0,-0.9,-5.5
Cc1cccc(NC(=O)c2cc(N3C(=O)CCC3=O)ccc2Cl)n1,-21.0,18.0,11.3,-5.7,8.0,4.6,2.1,-11.7,1.4,-2.4,1.3
O=C(NCC1CC1)c1onc(CSc2ccccc2)c1C(=O)NCC1CC1,-32.4,-4.2,-9.3,-7.9,6.9,4.8,2.1,3.8,-13.0,4.3,-3.9
CC(C(=O)NC1CCCC1)N(C(=O)c1ccc(-c2ccccc2)[nH]1)c1ccccc1F (stereo not given),-10.6,19.3,4.9,-6.7,-1.3,8.7,-9.8,-3.4,-20.0,-1.4,10.5

# Reprinted from the part before: 2 entries, followed by the next part.
SMILES,NCOA2 inhibitor,NR2F2 inh,NCOA3 inh,SRC1 inh,MC4R antagonist,TLR9-MyD88 inh,ABHD5-PLIN5 inh,LMP1 NFkB inh,NR5A2 inv ag,MC4R barr agon,NOD2 RIPK2 PPI
O=C(NCC1CC1)c1onc(CSc2ccccc2)c1C(=O)NCC1CC1,-32.4,-4.2,-9.3,-7.9,6.9,4.8,2.1,3.8,-13.0,4.3,-3.9
CC(C(=O)NC1CCCC1)N(C(=O)c1ccc(-c2ccccc2)[nH]1)c1ccccc1F (stereo not given),-10.6,19.3,4.9,-6.7,-1.3,8.7,-9.8,-3.4,-20.0,-1.4,10.5
COC(=O)[C@H](Cc1ccccc1)NC(=O)N1CCN(c2ccccc2)CC1,11.5,-5.6,18.6,12.4,25.4,0.4,3.6,-1.8,21.2,2.2,3.9
Cn1/c(=N/NC(=O)c2ccccc2F)sc2ccccc21,-44.0,-45.6,-62.6,-48.6,-1.3,-6.1,1.8,-30.4,-52.7,2.2,1.6
COc1ccc(NC(=O)C(NS(=O)(=O)c2ccc3c(c2)CCCN3C(C)=O)C(C)C)c(OC)c1 (stereo not given),-22.4,-10.3,-4.3,-1.1,11.5,-7.3,6.5,-1.4,-8.6,-0.7,-3.1
Cc1ccc(NC(=O)c2ccccc2)cc1OC(=O)c1ccccc1,-68.0,-8.5,-32.0,-5.5,-6.6,-1.7,10.9,-13.4,-52.2,-0.7,-9.3
Cc1ccc(N(CC(=O)NC2CCCCC2)C(=O)CNC(=O)c2ccco2)cc1F,5.8,6.0,0.4,-13.1,0.6,-8.0,-7.3,4.5,0.1,-0.5,-3.6
COC(=O)c1scc(C)c1NC(=O)Cc1ccccc1,7.6,1.5,18.6,-6.0,8.9,-7.1,4.9,-1.3,-10.7,-2.9,3.8
